Assay outcomes deposited in PubChem by Southern Research Specialized Biocontainment Screening Center.
H37Rv inhibition: M. tuberculosis growth inhibition, HTS (AID 449762). M. tuberculosis H37Rv growth inhibition, 7H9 media; higher % means a stronger effect. inhibition, % at 25 µM, or IC50 in µM where a hit was titrated. actives 0.59% (n = 330,000); in the data active = a potency from the dose series; inconclusive = inhibition above about 70% without an active follow-up result;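 also: bacterial growth assessed after seven days of incubation; strong numbers were not always called active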
PhoP GFP inhibition: Inhibition of PhoP regulon, Salmonella typhi GFP reporter cells, confirmation, 4 h (AID 1850) | Salmonella Typhi PhoP-promoter GFP reporter, fluorescence, 4 h; higher % means a stronger effect | inhibition, % at 50 µM; hits with a dose series show IC50 in µM | actives 0.33% (n = 310,000); in the data active = a potency from the dose series; inconclusive = inhibition mostly from about 25% at the one dose, without a potency; inactive = the rest, 99 in 100 with inhibition below about 19%;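 also: 0% = induced wells with vehicle and 100% = uninduced wells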
influenza NS1A: NS1A inhibition, H1N1 influenza, cell based functional assay (AID 504329). NS1A functional cell-based assay, percent inhibition; higher % means a stronger effect. one-dose inhibition, % at 12.5 µM; IC50 in µM for titrated hits. actives 0.3% (n = 340,000); in the data active = a potency from the dose series; inconclusive = inhibition above about 27% without an active follow-up result; also: strong numbers were not always called active
tuberculosis growth: growth inhibition of non-replicating M. tuberculosis (AID 488890); Mycobacterium tuberculosis non-replicating, growth inhibition; higher % means a stronger effect; one-dose inhibition, % at 25 µM; IC50 in µM for titrated hits; actives 0.39% (n = 320,000); in the data active = a potency from the dose series; inconclusive = inhibition mostly from about 82% at the one dose, without a potency; inactive = the rest, 99 in 100 with inhibition below about 76%;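 also: plate controls were DMSO cells for no effect and high antibiotic wells for full effect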
inhibitors of VEEV: inhibitors of VEEV TC-83 cytopathic effect, confirmation, Vero cells (AID 588727) | Vero cells, VEEV TC-83 cytopathic effect inhibition; higher % means a stronger effect | one-dose inhibition, % at 20 µM; IC50 in µM for titrated hits | actives 0.13% (n = 350,000); in the data active = a potency from the dose series; inconclusive = inhibition mostly from about 14% at the one dose, without a potency; inactive = the rest, 99 in 100 with inhibition below about 12%; also: strong numbers were not always called active
inhibitors of VEEV 10K pilot screen: also measured in inhibitors of VEEV; calls as there; inhibition, %; measured here: 10K pilot screen inhibition
* = called active by the depositor; i = inactive; ? = inconclusive; . = no result given.

SMILES	H37Rv inhibition	PhoP GFP inhibition	influenza NS1A	tuberculosis growth	inhibitors of VEEV	others
Nn1c(SCC(=O)NC(=O)NC2CCCC2)nnc1-c1ccccc1F	-7%	-10%	-15%	4%	i
Cc1cc(Nc2c(C)n(C)n(-c3ccccc3)c2=O)n2c(nc3ccccc32)c1C#N	6%	0%	5%	14%	1.2%
CCOc1ccc(-n2c(SCC(=O)NC3CCS(=O)(=O)C3)nnc2-c2cccnc2)cc1 (configuration not stated)	1%	8%	-8%	-7%	0.4%
CCCN(CCC)CC(O)Cn1cc(/C=C/C(=O)c2cccs2)c2ccccc21 (configuration not stated)	?	-16%	-3%	64%	3.6%
COc1ccc(C)cc1NC(=O)CN1CCN(S(=O)(=O)c2ccc(C(C)C)cc2)CC1	41%	-6%	1%	11%	2.4%
Nc1nonc1-n1nnc(C(=O)N/N=C/c2ccc(Cl)cc2Cl)c1CN1CCCCC1	0%	5%	8%	-2%	i
CC(Sc1nnc2c(n1)C1CCC2(C)C1(C)C)C(=O)Nc1ccccc1 (configuration not stated)	-6%	1%	0%	0%	1.7%
O=C(CNC(=O)c1cccc(Br)c1)N/N=C/c1ccc2c(c1)OCO2	0%	-2%	1%	-1%	0.2%
CC(C)(c1ccccc1)c1ccc(OCc2ccc(C(=O)O)o2)cc1	.	.	-3%	.	0.8%
COc1ccccc1-c1nc(SCC(=O)NCc2ccco2)c2c(=O)n(C)c(=O)n(C)c2n1	6%	8%	-10%	-11%	6.1%
O=C(NCc1ccccc1)c1nc[nH]c1C(=O)NCc1ccccc1	43%	-20%	-1%	43%	1.7%
CC(C)(C)C(=O)Nc1cc2c3c(c1)CCN3C(=O)CC2	1%	6%	3%	-8%	i
O=C1CCC(/C=C/c2ccccc2)=NN1Cc1ccc(F)cc1	5%	0%	-2%	11%	2.3%
CCOc1cc2c(cc1OCC)C(c1ccc(F)cc1)NCC2 (configuration not stated)	1%	15%	4%	.	i
COc1cc(C(=S)N2CCOCC2)cc(OC)c1OC(=O)Cc1ccccc1	9%	8%	-3%	24%	0.3%
CCc1nccn1C(=O)c1cnn2c(C(F)F)cc(-c3ccccc3)nc12	0%	7%	.	-8%	.
CC1CCN(CCCN2C(=O)C3C(C(=O)Nc4ccc(Cl)cc4)C4C=CC3(O4)C2C(=O)NC2CCCCC2)CC1 (configuration not stated)	1%	-10%	-4%	17%	i
Cc1cc(C(=O)N/N=C/c2ccccn2)n[nH]1	0%	11%	6%	6%	1.2%
O=C1CC(N2CCc3ccccc32)C(=O)N1c1ccccc1 (configuration not stated)	-10%	-1%	3%	-11%	1.9%
CC(=O)c1ccc(NC(=O)c2ccc3c(=O)n4c(nc3c2)CCCCC4)cc1	52%	-16%	10%	76%	3.1%
CCOC(=O)CSc1nnc(CNC(=O)c2cccs2)n1Cc1ccccc1	-1%	-1%	2%	21%	1.4%
Cc1ccccc1NC(=O)COC(=O)CCSc1ccccc1	-1%	-5%	0%	.	0.1%
CCOC(=O)c1sc(NC(=O)c2ccc(S(=O)(=O)N(C)C)cc2)nc1C	4%	-3%	1%	4%	2.4%
CCOc1ccccc1/C=N/NC(=O)CSc1n[nH]c(=O)[nH]c1=O	1%	-1%	-2%	-11%	0.3%
Cc1cc(C(=O)Nc2ccc(Cl)cc2)c(C)n1Cc1cccs1	3%	-5%	-5%	10%	0.8%

The closing 2 records of the section before lead into the next:
SMILES	H37Rv inhibition	PhoP GFP inhibition	influenza NS1A	tuberculosis growth	inhibitors of VEEV	others
CCOc1ccccc1/C=N/NC(=O)CSc1n[nH]c(=O)[nH]c1=O	1%	-1%	-2%	-11%	0.3%
Cc1cc(C(=O)Nc2ccc(Cl)cc2)c(C)n1Cc1cccs1	3%	-5%	-5%	10%	0.8%
CCC1CCC2(CC1)NC(=O)N(CC(=O)c1c(C)[nH]c3ccccc13)C2=O (configuration not stated)	-7%	-3%	3%	19%	3.2%
COc1ccc(OC)c(NC(=O)CNC(c2ccccc2)c2ccccc2)c1	-1%	-9%	24%	12%	1.7%
C/C(=N\Nc1cccc2cccnc12)c1ccc(N)cc1	-7%	10%	-1%	?	1.3%
CCCCc1nc2cc(C(=O)N3CCCC(COC)C3)ccc2o1 (configuration not stated)	-2%	-8%	5%	-6%	1.1%
Cc1cc(S(=O)(=O)ON2C(=O)c3ccccc3C2=O)ccc1F	5%	8%	9%	-8%	0.8%
Fc1ccc(COc2ccccc2CNCc2ccncc2)cc1	6%	-8%	-2%	11%	0.2%
COc1ccc([N+](=O)[O-])cc1NC(=O)C(C)OC(=O)c1ccccn1 (configuration not stated)	1%	5%	-3%	-3%	i
CN1CCN(c2nc(Nc3cccc(C(F)(F)F)c3)nc(N3CCOCC3)n2)CC1	4%	22%	-2%	39%	i
Cc1ccc(NC(=O)CN2C(=O)S/C(=C\c3cc(C)n(-c4cccc(C(=O)O)c4)c3C)C2=O)cc1	12%	1%	3%	-9%	2.6%	inhibitors of VEEV 10K pilot screen=1.7
CCN(CCNC(=O)C1=C(C)C(=O)OC12CCC(C)CC2)c1ccccc1 (configuration not stated)	-1%	-13%	-5%	11%	i
Cc1c(OC(C)C(=O)NCc2ccncc2)ccc2c3c(c(=O)oc12)CCCC3 (configuration not stated)	?	-9%	-5%	34%	6.6%
CCOC(=O)C(C(=O)NCc1ccc(C)cc1)c1ncc(C(F)(F)F)cc1Cl (configuration not stated)	1%	3%	-3%	-5%	0.5%
O=C(N/N=C/c1cccnc1)c1ccccc1	-1%	-4%	-11%	-8%	0.9%
CC(=O)NN1CCc2cc3ccc(C)cc3nc21	2%	5%	1%	-7%	i
COc1ccc(C2C(C(=O)Nc3ccccn3)=C(C)Nc3ncnn32)c(OC)c1 (configuration not stated)	-4%	.	1%	.	6.2%
CC[N+](C)(CC)CC(=O)OCC1C(C)C=C(C)CC1C (configuration not stated)	1%	-4%	12%	4%	0.3%
Cc1c(C(=O)OCC(=O)N(CC(C)C)c2c(N)n(Cc3ccccc3)c(=O)[nH]c2=O)oc2ccccc12	.	.	-10%	.	8.7%
CC(c1ccco1)N(C(=O)c1cccc(S(=O)(=O)N(C)C)c1)c1ccccn1 (configuration not stated)	21%	-2%	2%	-2%	0.9%
CC(OC(=O)c1ccc(Cl)nc1)C(=O)NC1CCCC1 (configuration not stated)	-6%	.	1%	27%	0.3%
CC(NC(=O)c1ccco1)C(=O)N1CCN(c2cccc(C(F)(F)F)c2)CC1 (configuration not stated)	-3%	.	-2%	14%	3.5%
COc1ccc(C(=O)NCC(=O)OCc2ccccc2F)cc1	-2%	2%	-5%	7%	0.5%
O=C(Nc1ccccc1)c1cccnc1NCCc1ccccc1	4%	-9%	-8%	52%	3.1%
COc1ccc(-c2cc(N3C(=O)Nc4ccccc4N3O)n[nH]2)cc1OC	-5%	-2%	-7%	-10%	1.6%
Cc1ccc(NC(=O)CSc2nnc(-c3cccnc3)n2CCN2CCCCC2)cc1	5%	0%	2%	4%	i
O=C(Nc1nccs1)c1ccc(Br)c(S(=O)(=O)N2CCCC2)c1	-6%	-14%	3%	-15%	7.2%
(list continues)
SMILES	H37Rv inhibition	PhoP GFP inhibition	influenza NS1A	tuberculosis growth	inhibitors of VEEV	others
S=C(Nc1ccccc1)Nc1ccc(Br)cc1	5%	2%	-6%	?	1.6%
O=C(COC(=O)Cc1ccccc1[N+](=O)[O-])NCc1ccc(Cl)cc1	4%	-14%	6%	44%	0.2%
COC(=O)C1=C(c2cc3ccccc3s2)C[C@@H]2CC[C@H]1N2C(=O)N1CCOCC1	2%	-14%	10%	5%	0.4%
CC/C=C\[C@H](O)[C@H](O)C1=C(C)C(=O)[C@]2(O1)C(=O)N[C@@](OC)(C(=O)c1ccccc1)C2O (some centres not stated)	-9%	13%	-2%	-6%	0.4%
CCOC(=O)c1c(NC(=O)COC(=O)c2c(C)noc2C)sc2c1CCC2	4%	0%	6%	12%	8.0%
Cc1ccc(/C=N/NC(=O)CNC(=O)c2cccs2)cc1	-9%	-7%	1%	-6%	1.5%
COc1ccc(NC(=O)CCCCCN2C(=O)c3cccc([N+](=O)[O-])c3C2=O)c(OC)c1	8%	-2%	-2%	1%	i
N#Cc1ccccc1Cn1cc(/C=C/[N+](=O)[O-])c2ccccc21	?	3%	1%	?	21%	inhibitors of VEEV 10K pilot screen=13
CCNC(=O)CC1C(=O)N(c2ccc(C)cc2)C(=O)N1CCC(C)C (configuration not stated)	-9%	5%	-19%	-19%	2.4%
COc1cc(/C=N/NC(=O)c2cccc(S(=O)(=O)N3CCCC3)c2)ccc1O	3%	2%	-6%	11%	3.6%
O=C(NCCCn1ccnc1)c1noc2c1CCc1ccccc1-2	-2%	-9%	-2%	33%	i
Cc1ccccc1NC(=S)NC(C)C(c1cccs1)N1CCOCC1 (configuration not stated)	-14%	-4%	0%	23%	1.2%	inhibitors of VEEV 10K pilot screen=0.2
O=C(NCCc1ccccc1)c1cnc(Cl)c(Cl)c1	-4%	5%	3%	25%	0.6%
Cc1ccc(C(=O)COC(=O)C2CCC2)cc1	7%	9%	-9%	5%	0.2%
COc1ccc(S(=O)(=O)N2CCOCC2)cc1C(=O)NCc1ccccc1CN1CCCC1	3%	.	-6%	1%	0.1%
COCCn1c(Sc2ccc(C)cc2)nc2c1c(=O)[nH]c(=O)n2C	-2%	-10%	17%	4%	5.0%
CC(C)n1c(O)c(N=Nc2ccc(Cl)c(C(=O)O)c2)c2ccccc21	1%	-6%	2%	30%	3.1%
CSc1ncc(S(=O)(=O)c2ccccc2)c(=O)[nH]1	3%	5%	-13%	5%	1.8%

Gathered by group, those above with fluorine.
SMILES	H37Rv inhibition	PhoP GFP inhibition	influenza NS1A	tuberculosis growth	inhibitors of VEEV	others
Nn1c(SCC(=O)NC(=O)NC2CCCC2)nnc1-c1ccccc1F	-7%	-10%	-15%	4%	i
O=C1CCC(/C=C/c2ccccc2)=NN1Cc1ccc(F)cc1	5%	0%	-2%	11%	2.3%
CCOc1cc2c(cc1OCC)C(c1ccc(F)cc1)NCC2 (configuration not stated)	1%	15%	4%	.	i
CCc1nccn1C(=O)c1cnn2c(C(F)F)cc(-c3ccccc3)nc12	0%	7%	.	-8%	.
Cc1cc(S(=O)(=O)ON2C(=O)c3ccccc3C2=O)ccc1F	5%	8%	9%	-8%	0.8%
Fc1ccc(COc2ccccc2CNCc2ccncc2)cc1	6%	-8%	-2%	11%	0.2%
CN1CCN(c2nc(Nc3cccc(C(F)(F)F)c3)nc(N3CCOCC3)n2)CC1	4%	22%	-2%	39%	i
CCOC(=O)C(C(=O)NCc1ccc(C)cc1)c1ncc(C(F)(F)F)cc1Cl (configuration not stated)	1%	3%	-3%	-5%	0.5%
CC(NC(=O)c1ccco1)C(=O)N1CCN(c2cccc(C(F)(F)F)c2)CC1 (configuration not stated)	-3%	.	-2%	14%	3.5%
COc1ccc(C(=O)NCC(=O)OCc2ccccc2F)cc1	-2%	2%	-5%	7%	0.5%
